MCL1 BIM primary: disrupts human MCL1 binding to BIM-BH3 peptide | AID 2057 | inhibition, % at 10.9 µM | Q07820 | GST-MCL1 / FITC-Bim-BH3 fluorescence polarization | 320,000 compounds, 0.68% hits;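 active = inhibition above the mean inhibition of all tested compounds plus 3 SD, set per campaign, cut at about 40% in these data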;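 note: 0% = DMSO wells and 100% = unlabeled Bim-BH3 peptide control; higher means more loss of mP so more displacement of Bim peptide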
Target sequence (Q07820 whole entry, looked up): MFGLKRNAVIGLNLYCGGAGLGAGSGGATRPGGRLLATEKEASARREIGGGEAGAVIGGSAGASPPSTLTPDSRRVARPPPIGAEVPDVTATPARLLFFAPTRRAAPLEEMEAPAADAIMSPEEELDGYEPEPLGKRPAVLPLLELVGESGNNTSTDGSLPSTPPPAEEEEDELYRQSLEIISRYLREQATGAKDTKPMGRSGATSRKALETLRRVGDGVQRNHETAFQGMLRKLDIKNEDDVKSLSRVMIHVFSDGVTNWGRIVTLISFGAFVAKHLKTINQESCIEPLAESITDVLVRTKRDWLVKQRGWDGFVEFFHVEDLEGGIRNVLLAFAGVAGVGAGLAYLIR
EBNA-1 inhibitor: blocks EBNA-1 binding to DNA; EBNA-1 DNA binding, fluorescence polarization; inhibition, % at 14.8 µM; 300,000 compounds, 0.34% hits; in the data active = inhibition above about 28%
BCLXL inh: blocks human Bcl-xL binding to Bim BH3 peptide. Q07817. GST-Bcl-xL / FITC-Bim BH3 peptide fluorescence polarization. inhibition, % at 10.9 µM. 320,000 compounds, 0.7% hits. AID 2129;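 active = inhibition above the mean of all tested compounds plus 3 SD, cutoff set per campaign, cut at about 30% in these data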;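 note: 0% = DMSO wells and 100% = unlabeled Bim-BH3 peptide competitor; inhibitors lower millipolarization by displacing the labeled peptide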
MEX-5 binding: C. elegans MEX-5 TCR-2 RNA binding activity | Q9XUB2 | MEX-5/FITC-TCR2 RNA binding, fluorescence polarization; hits give low values | activity score (negative = inhibition of binding), % at 10 µM | 300,000 compounds, 0.38% hits | AID 1832;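 active = inhibition past about -25% in most replicates, and total fluorescence under double the plate's negative control median, limit read from the data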;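 note: 0% = DMSO and -100% = 5 µM competing unlabeled TCR2 RNA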
Target sequence (Q9XUB2 whole entry, looked up): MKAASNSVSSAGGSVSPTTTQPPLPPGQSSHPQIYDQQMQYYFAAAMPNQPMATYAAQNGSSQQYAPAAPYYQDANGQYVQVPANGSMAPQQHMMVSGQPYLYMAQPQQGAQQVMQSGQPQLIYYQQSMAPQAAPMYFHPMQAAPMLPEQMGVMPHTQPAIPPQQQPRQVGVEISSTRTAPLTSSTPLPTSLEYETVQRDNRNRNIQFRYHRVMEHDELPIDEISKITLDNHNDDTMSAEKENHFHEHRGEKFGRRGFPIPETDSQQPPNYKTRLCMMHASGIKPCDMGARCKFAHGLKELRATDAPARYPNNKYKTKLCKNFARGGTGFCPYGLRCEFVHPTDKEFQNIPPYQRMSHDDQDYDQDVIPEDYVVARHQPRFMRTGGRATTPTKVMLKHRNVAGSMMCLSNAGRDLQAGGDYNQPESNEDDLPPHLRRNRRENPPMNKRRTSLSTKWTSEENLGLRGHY
Efflux pump mplx: blocks antifungal efflux pumps in multiplex yeast assay; S. cerevisiae Candida pump triplex, Nile Red efflux; inhibition, % at 10 µM; 330,000 compounds, 0.44% hits; AID 485275;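 active = plate passing quality check with inhibition over a set limit, or well fluorescence over plate mean plus 4 SD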;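 note: Nile Red retained in pooled yeast measured as flow cytometry median fluorescence; 0% = buffer negative control and 100% = Enniatin B positive control; higher means more Nile Red kept so more efflux inhibition; some compounds called inactive have numbers as strong as hits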
ZTA counter: ZTA (EBV) inhibition in EBNA-1 counter-screen. ZTA-DNA binding, fluorescence polarization. inhibition, % at 11 µM. 320,000 compounds, 0.15% hits; in the data active = inhibition above about 33%
Target sequence (P03206 whole entry, looked up): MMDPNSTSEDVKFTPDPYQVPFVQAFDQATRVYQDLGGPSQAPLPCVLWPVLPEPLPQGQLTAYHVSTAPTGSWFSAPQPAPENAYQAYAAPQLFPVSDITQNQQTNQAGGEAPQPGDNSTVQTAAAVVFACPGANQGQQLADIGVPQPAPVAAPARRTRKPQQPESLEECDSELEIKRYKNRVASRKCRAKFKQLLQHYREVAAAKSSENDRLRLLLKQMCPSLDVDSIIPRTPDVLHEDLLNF
GLD-1 TGE inh: GLD-1-TGE RNA interaction inhibition (C. elegans); inhibition, % at 5.96 µM; 320,000 compounds, 0.44% hits; purified GLD-1 + fluorescein TGE RNA, fluorescence polarization; Q17339;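 active = percent inhibition above a per-plate cutoff, the plate mean of test compounds plus 3 SD, cut at about 30% in these data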;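 note: 0% = DMSO wells with GLD-1 and probe and 100% = wells lacking GLD-1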
CR mimetic SO: caloric restriction mimetics inhibiting age-related superoxide in yeast; S. cerevisiae aged cells, superoxide DHE fluorescence; hits give low values; superoxide response (% of plate mean), % at 10 µM; 330,000 compounds, 0.18% hits;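 active = superoxide response under a set limit, about three screen SD below normal, cut at about 65% in these data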;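 note: yeast aged for seven days with compound at 30 °C before DHE staining; 100% = average MFI of all compound-treated wells on the plate with controls excluded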
Fam108B inh: Fam108B inhibition, counter-screen for RBBP9 inhibitors | inhibition, % at 9.51 µM | recombinant Fam108B, FP-Rh probe fluorescence polarization | AID 1947 | 300,000 compounds, 0.33% hits;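 active = inhibition above the screen mean inhibition plus 3 SD, computed separately per campaign, cut at about 18% in these data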;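 note: inhibitors lower polarization as less probe binds the enzyme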
Numbers without * were called inactive; . = not tested or not shown.

SMILES	MCL1 BIM primary	EBNA-1 inhibitor	BCLXL inh	MEX-5 binding	Efflux pump mplx	ZTA counter	GLD-1 TGE inh	CR mimetic SO	Fam108B inh
COc1cc(/C=C2/SC(=S)NC2=O)ccc1OS(=O)(=O)c1ccc(C)cc1	-4.0	11.8	-3.0	-6.0	-0.2	6.2	-5.6	151.7	-1.8
CC(=O)c1cn(CC(=O)Nc2ccccc2C(F)(F)F)c2ccccc12	8.7	-1.5	11.0	-1.3	-0.3	16.9	-0.8	97.4	-1.0
CC(=O)Nc1nn(C)c2nc3cc(C)ccc3cc12	0.5	15.4	5.7	2.8	0.0	-6.9	1.2	101.7	-2.6
CCOc1ccc(N(CC(=O)Nc2cccc(C)c2C)S(=O)(=O)c2c(C)[nH]c(=O)[nH]c2=O)cc1	4.5	-1.7	0.6	-2.4	-0.1	3.4	2.0	102.0	0.6
CCc1nnc(N/N=C/c2ccccc2F)n1N	-7.6	-2.5	4.7	1.1	-0.1	-6.6	-0.4	106.5	4.0
CC(=O)NNC(=O)N1Cc2ccccc2Oc2ccc(Cl)cc21	-3.2	14.7	0.0	0.1	0.0	-2.6	0.9	98.0	-5.1
COc1ccc(CN2CCCN(S(=O)(=O)c3ccc(Br)cc3)CC2)cc1	4.2	-14.8	3.3	-3.3	0.3	-12.6	0.4	101.1	7.5
CCOc1cc(CNc2ccc3c(c2)OCCO3)cc(Br)c1OC	-0.3	1.4	3.4	-0.2	0.0	-11.2	2.2	99.5	-1.4
CCCn1c(N)c(C(=O)CSc2nc3ccccc3c(=O)n2-c2ccc(OC)cc2)c(=O)[nH]c1=O	-2.5	5.2	1.2	2.1	-0.1	0.1	5.2	121.5	-0.8
COc1ccccc1NC(=O)Nc1ccc(C(=O)N2CCCCC2)cc1	0.2	8.5	2.6	-2.3	0.0	4.7	1.5	82.5	-0.1
CCOC(=O)c1sc(N)c(C#N)c1CSc1nc2ccc(OCC)cc2[nH]1	-12.2	-7.1	-4.4	-1.1	0.0	7.4	0.3	91.3	5.0
Fc1ccc(N2CCN(c3nc(-c4ccco4)cc(C(F)(F)F)n3)CC2)cc1	1.6	-10.0	6.2	.	0.1	-11.6	-1.4	107.8	-2.8
O=C(CSc1nnc(-c2ccccc2Br)o1)Nc1cccc2ccccc12	3.8	7.1	-1.8	1.7	-0.1	-2.7	10.4	101.5	-5.2
CCn1c(SCC(=O)Nc2ccc(S(N)(=O)=O)cc2)nnc1-c1ccccc1OC	-0.1	-0.9	2.8	0.3	0.0	3.5	-1.1	108.8	-0.2
CC(=O)Oc1ccc2c(C)c(CC(=O)N3CCN(C(=O)C4COc5ccccc5O4)CC3)c(=O)oc2c1C (configuration not stated)	0.3	-10.4	0.2	-2.6	-0.1	-0.4	4.8	84.8	-4.2
COC(=O)COc1cccc(NC(=O)c2ccc(C)cc2)c1	-1.5	-3.5	7.2	0.3	0.0	13.8	5.9	95.6	-2.1
CC(C)CCSc1nc2ccccc2[nH]1	-5.9	-0.7	-7.1	1.8	0.2	1.0	0.9	90.4	1.8
Cc1ccc(S(=O)(=O)N2CCOCC2)cc1C(=O)OC(C)C(=O)NC1CCCC1 (configuration not stated)	-1.6	.	1.8	.	-0.2	-0.4	1.5	97.0	.
NC(=O)CSc1nnc2n(N)c(=O)c3ccccc3n12	0.4	-3.0	1.2	-0.8	0.0	-11.8	-4.9	90.6	-0.3
CC(C)(C)c1nc(SCC(=O)c2ccccc2)c2ccccc2n1	2.3	4.1	10.3	1.9	-0.1	4.7	3.9	87.7	-2.0
O=C(CNC(=O)c1cc(Cl)cc([N+](=O)[O-])c1)OCC(=O)N1CCCCC1	-6.5	.	-5.7	.	-0.2	-15.2	5.0	100.7	.
O=S(=O)(c1cccc2cccnc12)n1cnc2ccccc21	6.6	0.2	1.6	-4.7	0.0	1.6	-1.5	91.8	-4.8
CCOc1ccc(NC(=S)Nc2ccc(C)c([N+](=O)[O-])c2)cc1	6.8	5.5	4.4	1.0	-0.1	-6.1	6.8	85.1	4.5
O=C(C1CCCN(c2ncnc3c2nc2n3CCCCC2)C1)N1CCN(c2ccccc2F)CC1 (configuration not stated)	-8.5	-8.3	-3.1	-1.1	0.1	-7.0	0.5	87.8	6.8
COc1ccc(S(=O)(=O)N2CCCCC2)cc1NC(=O)C1CCCC1	-4.8	.	-0.2	.	0.0	-18.0	4.2	73.7	.
Cc1cc(C)n(-c2nncc(-c3ccccc3)n2)n1	4.6	5.8	8.7	0.4	0.0	-3.6	7.1	112.1	1.3
O=c1cc(N2CCCCC2)nc2n1CCCS2	-1.3	-5.8	-1.4	-0.2	-0.1	-9.3	0.5	89.2	0.8
Cc1c(C)c2ccc(OC(C)C(=O)NC3CCN(Cc4ccccc4)CC3)cc2oc1=O (configuration not stated)	1.1	-2.8	4.9	0.5	0.4	0.5	4.2	105.0	1.6
CCN(CC)CCn1cnc2c([nH]c3cccc(OC)c32)c1=O	2.0	-11.4	1.2	-0.8	0.0	-0.8	8.0	100.9	-2.3
O=C(/C=C/c1cccc([N+](=O)[O-])c1)NCCSCc1ccco1	1.9	10.3	4.2	-0.1	0.4	12.7	1.2	114.0	3.0
O=c1[nH]c(/C(Cl)=C/c2cc(Cl)ccc2O)nc2cc(Cl)ccc12	-5.9	6.0	-5.0	-0.9	-0.4	10.6	3.0	96.3	-6.6
CCOC(=O)C1(CCOc2ccccc2)CCN(Cc2cccn2-c2cccnc2)CC1	-2.4	-8.6	-0.6	2.0	0.1	-8.7	-0.5	95.7	2.0
Cc1ccc(NS(=O)(=O)c2ccc(CCC(=O)N3CCOCC3)cc2)cc1	-2.6	-8.8	4.9	2.3	0.2	-15.1	-9.0	112.2	-0.7
O=C(CN1CCCN(S(=O)(=O)c2ccc(F)cc2)CC1)Nc1ccccc1Br	1.4	-0.6	-0.2	2.2	0.0	-12.9	11.7	105.1	2.3
Cc1ccccc1-n1nc(C)c(N=O)c1N	0.9	-1.9	5.8	1.3	0.1	-2.7	2.5	94.9	1.6
COc1ccc(CNC(=O)CCCn2nc([N+](=O)[O-])cc2C)cc1	7.1	-1.3	6.1	1.0	0.0	10.3	4.8	106.3	-1.2

Results in MEX-5 binding, for 2 of the compounds above:
molecule	MEX-5 binding
O=C(CN1CCCN(S(=O)(=O)c2ccc(F)cc2)CC1)Nc1ccccc1Br	2.2
CCOC(=O)C1(CCOc2ccccc2)CCN(Cc2cccn2-c2cccnc2)CC1	2.0

Next entries:
SMILES	MCL1 BIM primary	EBNA-1 inhibitor	BCLXL inh	MEX-5 binding	Efflux pump mplx	ZTA counter	GLD-1 TGE inh	CR mimetic SO	Fam108B inh
Cc1nc(NC(=O)c2ccccc2)sc1-c1csc(NCc2ccco2)n1	-12.2	4.4	-9.2	3.9	0.0	6.2	-1.3	90.0	5.4
COc1ccc([N+](=O)[O-])cc1N(CC(=O)NC1CCCC1)S(C)(=O)=O	5.5	-5.0	3.8	-0.7	0.0	-7.2	3.1	98.7	-1.8
CCOC(=O)C1CCN(Cc2nc3ccccc3c(=O)n2-c2ccc(F)cc2)CC1	2.8	-5.8	2.2	2.4	0.3	-3.9	6.3	101.5	-1.7
O=C(NCc1ccco1)C1CCCN1C(=O)Nc1ccccc1Cl (configuration not stated)	-7.5	0.7	-11.2	2.1	-0.1	0.3	-0.8	97.9	2.1
O=c1ccnc(SCn2nnc3ccccc3c2=O)[nH]1	0.5	5.6	-2.5	-0.5	-0.1	-3.2	3.6	102.7	3.2
COc1ccc(CC(=O)Oc2ccccc2Cl)cc1S(=O)(=O)N1CCOCC1	-7.8	-10.7	-7.2	1.0	-0.2	1.2	3.4	96.6	-2.0
O=c1[nH]c(SCc2ccc(F)cc2)nc2c1cnn2-c1ccc(F)cc1	2.6	3.1	4.7	-1.8	-0.1	-0.7	6.0	98.8	-3.9
C/C(=N\OC(=O)Nc1ccc(Cl)cc1)c1ccc(F)c(F)c1	-6.5	-1.8	4.0	1.0	-0.2	-6.8	-1.9	109.5	-8.7
CC1CCCCN1CCCNC(=O)c1ccc2nc(N3CCCCC3)sc2c1 (configuration not stated)	1.5	-5.3	1.4	1.8	0.0	3.9	-6.9	101.1	0.7
CCn1cc(CN2CCN(C)C(CCO)C2)c2ccccc21 (configuration not stated)	-7.2	1.7	-0.9	1.5	0.0	14.8	8.7	101.0	2.3
COc1ccc2[nH]c(=O)c(CN(Cc3cccs3)C(=S)Nc3cccc(C)c3)cc2c1	5.3	7.1	4.8	-1.1	0.0	12.6	-2.6	99.0	-28.2
CCOC(=O)C1=C(C)NC(=O)NC1c1cc(C)sc1C (configuration not stated)	-1.3	-1.0	-2.7	0.4	0.1	9.3	-2.9	112.0	-2.9
CC(C)N(C(=S)Nc1cccc(C(F)(F)F)c1)C(C)c1ccccn1 (configuration not stated)	9.1	-4.7	3.8	0.4	0.1	-20.2	12.2	90.7	1.5
CCc1ccccc1NC(=O)CN1CCN(C(=O)CNC(=O)c2ccccc2F)CC1	-10.7	.	-8.8	.	0.6	-5.4	-4.5	107.0	.
CN(C)NC(=S)NC(=O)C12CC3CC(CC(C3)C1)C2	16.0	10.4	1.6	-0.3	0.1	-13.1	2.4	90.5	0.1
O=C(O)c1ccc(Cl)c(S(=O)(=O)Nc2ccccc2Cc2ccccc2)c1	0.2	-9.8	4.5	2.4	-0.1	-5.2	2.2	115.4	-2.1
CCOc1ccc(C2c3[nH]c4ccccc4c3CCN2Cc2cccn2-c2ncccn2)cc1 (configuration not stated)	-4.8	-7.0	4.8	3.7	0.0	-1.1	-0.5	114.0	0.9
COc1ccc(CCNC(=O)c2cc3c(cc2Cl)N2CCCCCC2=NS3(=O)=O)cc1	-12.4	7.0	-7.6	-2.1	-0.1	3.2	8.5	93.1	1.7
Cc1nc(-c2cccc(NC(=O)c3cccc(S(=O)(=O)N4CCCC4)c3)c2)cs1	-16.5	.	-6.4	.	0.3	2.8	1.8	107.6	.
O=C(CN1CCCC1)Nc1ccc(OC(F)(F)F)cc1	-0.7	-10.2	-2.4	1.6	0.2	11.0	0.1	106.3	1.0
O=C(Nc1nnc(S(=O)(=O)N2CCCC2)s1)c1ccccc1Br	4.7	6.9	4.4	-3.2	0.0	10.4	0.2	108.8	-1.6
O=C1CSC(c2ccccc2)N1c1cccnc1 (configuration not stated)	-0.6	5.0	6.0	-1.2	-0.1	3.5	-5.0	78.2	-0.2
O=C(O)C1CC=CCC1C(=O)Nc1ccccc1C(=O)N1CCN(c2ccc(F)cc2)CC1 (configuration not stated)	3.0	-3.5	6.5	-2.6	-4.3	-14.0	-4.3	90.7	-2.0
O=C(NCCNC(=O)C1CC2CCC1C2)C1CC2CCC1C2 (configuration not stated)	8.9	-8.5	4.8	1.7	0.1	1.6	-2.7	102.9	-0.6
COc1cc2ccccc2cc1C(=O)Nc1ccc(N2CCN(C)CC2)cc1	-3.0	-12.9	2.9	4.7	0.2	-6.1	8.8	116.3	5.5
O=C1CN(C(=O)COC(=O)Cc2ccsc2)c2ccccc2N1	2.5	11.6	3.1	-1.9	0.0	10.0	0.0	107.7	0.8

As entered above:
Entry of O=C(NCCNC(=O)C1CC2CCC1C2)C1CC2CCC1C2 (configuration not stated) under MEX-5 binding: 1.7
Entry of CC(C)N(C(=S)Nc1cccc(C(F)(F)F)c1)C(C)c1ccccn1 (configuration not stated) under MCL1 BIM primary: 9.1
